From PubChem
rCAG binder: r(CAG) repeat RNA binding. TO-PRO-1 dye displacement fluorescence. inhibition, % at 3 µM. 370,000 compounds, 1.3% hits;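 active = inhibition above the plate cutoff, the mean of all test compounds on that plate plus 3 SD, cut at about 35% in these data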;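 note: 0% = DMSO alone and 100% = 100 µM mitoxantrone as full dye displacement; higher means more dye released from RNA so lower well fluorescence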
GC-B act: GC-B (human) receptor activation. 370,000 compounds, 0.11% hits. P20594. activation, % at 10 µM. HEK293-GC-B cells, CNP EC30, cGMP TR-FRET; 0% at EC30 CNP, 100% saturating CNP;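 active = activation at 10 µM reaching about 35% in either raw or pattern-adjusted values, limit read from the data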
TDP2 absorb: blocks human TDP2 phosphodiesterase activity; inhibition, % at 12.8 µM; recombinant TDP2, T5PNP hydrolysis, p-nitrophenol absorbance 415 nm; 370,000 compounds, 0.34% hits; O95551;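 active = inhibition above the mean of all tested compounds plus 3 SD, set per campaign, cut at about 25% in these data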;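 note: 0% = DMSO with enzyme and 100% = buffer with substrate but no TDP2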
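System – recombinant human TDP2 · Amount – 120 nM TDP2 per well · Buffer or medium – Mg2+-containing Tris-HCl buffer, pH 7.5 · Reagent – T5PNP substrate, 5 mM · Dosing – 12.8 µM single point, 1% DMSO · Incubation – 2 h at 37 °C · Measured by – epi absorbance · Read-out basis – percent inhibition · Benchmarks – high control without enzyme, low control DMSO plus TDP2 · Repeats – singlicate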
HTRA1 inh: inhibitors of human serine peptidase HTRA1. Q92743. recombinant HTRA1, FP-rhodamine activity-based probe, fluorescence polarization. inhibition, % at 5.96 µM. 340,000 compounds, 0.5% hits; in the data active = inhibition above about 36%;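 note: 0% = enzyme with DMSO and 100% = wells lacking enzyme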
TCR CD3 inh: inhibitors of human TCR-CD3 interaction | TAMRA-labeled TCR probe fluorescence, biochemical | inhibition, % at 9.4 µM | 360,000 compounds, 0.37% hits | AID 651800; in the data active = inhibition above about 19%;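 note: recombinant mutant TCR 2C K166C tagged with TAMRA read by polarization; 0% = receptor in buffer alone and 100% = receptor with positive control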
mABHD4 FP: inhibitors of mouse ABHD4; Q8VD66; purified mABHD4, FP-Rh probe fluorescence polarization; inhibition, % at 8.92 µM; 370,000 compounds, 0.54% hits; AID 720543;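 active = inhibition exceeding the mean over every tested compound plus 3 SD, cut at about 30% in these data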;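 note: 0% = plate median of compound wells and 100% = S159A mutant with DMSO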
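Test system: mouse ABHD4 enzyme, wild type. Reagent: FP-Rh fluorescent activity-based probe, added after compound pre-incubation. Timing: pre-incubation 45 min, probe exposure 60 min, at 25 °C. Technique: FP readout, ex 525 nm / em 598 nm. Benchmarks: high control S159A mutant with DMSO, low control median of compound wells.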
LEDGF integ inh: blocks HIV-1 LEDGF/p75-dependent DNA integration | TR-FRET IN-LEDGF/p75 DNA integration, Eu/Cy5 | inhibition, % at 3.7 µM | 370,000 compounds, 0.64% hits;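 active = inhibition above the screen-wide mean plus 3 SD, cut at about 13% in these data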;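 note: signal is the Cy5 over europium emission ratio at 671 and 618 nm; 0% = plate median of compound wells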
PRMT1 inh: inhibitors of human PRMT1; 370,000 compounds, 1.3% hits; recombinant PRMT1, activity-based probe fluorescence polarization; AID 652257; inhibition, % at 2.79 µM;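 active = inhibition above about 21% made by adding two undisclosed values, limit read from the data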
Target sequence (Q99873 whole entry, looked up): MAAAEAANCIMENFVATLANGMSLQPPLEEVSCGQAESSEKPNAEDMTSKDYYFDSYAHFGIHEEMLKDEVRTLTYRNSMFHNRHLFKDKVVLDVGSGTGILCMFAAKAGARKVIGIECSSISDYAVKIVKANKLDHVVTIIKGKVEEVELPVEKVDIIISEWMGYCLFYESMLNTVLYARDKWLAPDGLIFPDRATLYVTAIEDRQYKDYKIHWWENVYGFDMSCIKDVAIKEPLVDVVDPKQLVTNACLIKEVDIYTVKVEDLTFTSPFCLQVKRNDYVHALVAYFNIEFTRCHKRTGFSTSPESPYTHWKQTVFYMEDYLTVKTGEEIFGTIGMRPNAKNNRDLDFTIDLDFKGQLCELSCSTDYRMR
MBD2 DNA inh: blocks human MBD2 binding to methylated DNA; 370,000 compounds, 0.31% hits; Q9UBB5; TR-FRET, MBD2 binding to methylated oligonucleotide; inhibition, % at 4.4 µM; in the data active = inhibition above about 13%
SIAE primary: inhibitors of human sialic acid acetylesterase SIAE; SIAE FP-Rh probe binding, fluorescence polarization; inhibition, % at 9.66 µM; 370,000 compounds, 0.69% hits;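 active = inhibition above a cutoff: mean of compounds within the control limits plus 3 SD of those, cut at about 17% in these data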;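 note: 0% = plate median of compound wells and 100% = probe without SIAE protein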
The depositor's hits bear a star; · = no result given; & = joins results of further samples.

SMILES	rCAG binder	GC-B act	TDP2 absorb	HTRA1 inh	TCR CD3 inh	mABHD4 FP	LEDGF integ inh	PRMT1 inh	MBD2 DNA inh	SIAE primary
CN(Cc1nc(-c2ccc(Cl)cc2)no1)C(=O)CCN1C(=O)[C@H]2CC=CC[C@H]2C1=O	-3	4	2	-1	6	-1	-1	5	6	-3
Cc1cc(=O)[nH]c(-n2nc(C)c(Oc3ccccc3O)c2C)n1	4	-4	9	6	0	1	-3	-4	0	0
O=C(CN1C(=O)NC2(CCCCC2)C1=O)N1CCN(S(=O)(=O)c2ccc(F)c(F)c2F)CC1	-3	9	5	3	-9	-3	-1	4	-7	4
CC(=O)Nc1cccc(-c2ccnc3c2CC(C)(C(=O)Nc2ccc4c(c2)OCO4)O3)c1 (centres undefined)	2	-1	13	·	6	-3	1	-2	-6	1
COc1ccc(/C(O)=C2/C(=O)C(=O)N(CC3CCCO3)C2c2cccc(O)c2)cc1 (centres undefined)	4	-1	-14	3	3	-7	3	0	2	-7
CC12CCC(=O)CC1CCC1C2CCC2(C)C1CCC2(O)C(=O)CO (centres undefined)	-2	0	6	1	-2	0	3	2	-7	3
Cc1cccc(C)c1NC(=O)C(NC=O)c1ccccc1Cl (centres undefined)	-4	3	5	-8	-1	-2	1	-3	2	9
Cc1ccc(CNC(=O)c2ccc(CS(=O)Cc3ccccc3Cl)o2)cc1 (centres undefined)	-5	2	-13	2	-3	7	-8	4	-1	-2
CC(O)c1nc2ccc(C(=O)O)cc2[nH]1 (centres undefined)	0	7	-8	1	3	1	4	-1	0	1
O=C1c2ccccc2C(=O)N1CN(C(=O)c1ccccc1)c1ccc(O)cc1	-3	3	3	5	-1	-1	-5	7	0	-4

Overlap with the part before: two compounds; new compounds follow.
SMILES	rCAG binder	GC-B act	TDP2 absorb	HTRA1 inh	TCR CD3 inh	mABHD4 FP	LEDGF integ inh	PRMT1 inh	MBD2 DNA inh	SIAE primary
CC(O)c1nc2ccc(C(=O)O)cc2[nH]1 (centres undefined)	0	7	-8	1	3	1	4	-1	0	1
O=C1c2ccccc2C(=O)N1CN(C(=O)c1ccccc1)c1ccc(O)cc1	-3	3	3	5	-1	-1	-5	7	0	-4
CC(=O)c1cccc(NC(=O)CCc2nc3sc4c(c3c(=O)[nH]2)CCCC4)c1	12	-3	7	-17	2	-9	-1	2	3	-20
O=C(Nc1ccc2oc(-c3ccc4ccccc4c3)nc2c1)c1cccs1	2	-2	-3	-13	3	-3	4	2	-1	0
O=S(=O)(Nc1ccc2c(c1)oc1ccccc12)N1CCCC1	12	-4	-7	-29	1	-22	-3	-1	-5	-5
CC1(C)CC(=O)C(N=Nc2cc(C(F)(F)F)ccc2Cl)=C(O)C1	-8	-5	2	-8	-3	2	1	0	5	-2
C/C(=N\NC=O)c1ccncc1	-2	3	6	0	0	1	1	-2	-2	4
Cn1nc(C(C)(C)C)c([N+](=O)[O-])c1C(=O)Nc1ccc(Br)cc1	1	-2	3	-23	-11	-11	0	7	8	-8
Cc1ccc([C@@H]2C[C@H]3[C@@H](CN2S(=O)(=O)c2ccc(Cl)cc2)C(=O)C[C@@H](c2ccc(Cl)cc2)N3S(=O)(=O)c2ccccc2C)cc1	12	6	-6	-24	-1	-3	-6	-2	-2	-28
CC(C)N(Cc1ccccc1)C(=O)CN1C(=O)NC(Cc2ccccc2)(c2ccccc2)C1=O (centres undefined)	-3	-2	3	-1	7	0	2	-4	-4	-3
O=C1c2cccnc2C(Nc2ccc(S(=O)(=O)N3CCCCCC3)cc2)N1Cc1ccccc1 (centres undefined)	2	3	-4	-3	5	-2	3	2	-4	-2
CC(=O)Nc1nc(C)c(-c2csc(Nc3ccccn3)n2)s1	13&12	4&1	-18&1	7&7	5&-2	13&15	-1&-2	-1&1	-3&0	-9&-4

The final 5 records of the part above lead into the next.
SMILES	rCAG binder	GC-B act	TDP2 absorb	HTRA1 inh	TCR CD3 inh	mABHD4 FP	LEDGF integ inh	PRMT1 inh	MBD2 DNA inh	SIAE primary
Cn1nc(C(C)(C)C)c([N+](=O)[O-])c1C(=O)Nc1ccc(Br)cc1	1	-2	3	-23	-11	-11	0	7	8	-8
Cc1ccc([C@@H]2C[C@H]3[C@@H](CN2S(=O)(=O)c2ccc(Cl)cc2)C(=O)C[C@@H](c2ccc(Cl)cc2)N3S(=O)(=O)c2ccccc2C)cc1	12	6	-6	-24	-1	-3	-6	-2	-2	-28
CC(C)N(Cc1ccccc1)C(=O)CN1C(=O)NC(Cc2ccccc2)(c2ccccc2)C1=O (centres undefined)	-3	-2	3	-1	7	0	2	-4	-4	-3
O=C1c2cccnc2C(Nc2ccc(S(=O)(=O)N3CCCCCC3)cc2)N1Cc1ccccc1 (centres undefined)	2	3	-4	-3	5	-2	3	2	-4	-2
CC(=O)Nc1nc(C)c(-c2csc(Nc3ccccn3)n2)s1	13&12	4&1	-18&1	7&7	5&-2	13&15	-1&-2	-1&1	-3&0	-9&-4
CCCN1CCc2c(sc(NC(=O)CCS(=O)(=O)c3ccccc3)c2C(=O)OC)C1	-6	1	8	-9	2	-9	-1	6	5	-4
O=C(Nc1cc(Cl)cc(Cl)c1)C1C2C=CC3(O2)C1C(=O)N(CCCN1CCOCC1)C3C(=O)NC1CCCCC1 (centres undefined)	1	9	-11	3	-5	-3	-2	1	6	5
CC(=O)Oc1ccc(C(=O)NCc2ccc3c(c2)OCO3)cc1	3	4	-3	7	8	-3	0	-3	-1	6
Cc1[nH]n(C(N)=S)c(=O)c1N=Nc1ccccc1C(F)(F)F	10	3	0	5	-6	12	-6	-3	-10	14
CCn1c(SCC(=O)N2CCC(C)CC2)nnc1-c1ccco1	-4	-1	-8	5	-3	-6	-3	6	4	7

These rows are one share of the data; count on the stated rates, not on these rows.
